Screening data as filed in PubChem.
HKDC1 inh: blocks human hexokinase HKDC1 activity | actives 0.16% (n = 340,000) | Q2TB90 | recombinant HKDC1, G6PDH/diaphorase resazurin coupled fluorescence | inhibition, % at 20 µM;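 active means inhibition above about 35% when tested at 20 µM, limit read from the data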;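 further: plate controls were DMSO wells with enzyme for no effect and DMSO wells lacking enzyme for full effect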
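test system = in-house recombinant HK5 (HKDC1) enzyme | amount = HKDC1 at 5 µg/mL | control set = DMSO-enzyme wells negative, buffer-substituted wells positive | compound = one dose of 20 µM, 1% DMSO | schedule = reaction time 90 min, room temperature, protected from light | technique = resorufin fluorescence at 613 nm | reagent = glucose with 1 mM ATP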
SENP8 block-1: SENP8 (human) protease inhibition; Q96LD8; recombinant SENP8, Nedd8 substrate fluorescence; actives 0.64% (n = 360,000); inhibition, % at 20 µM; AID 602440; in the data active means inhibition mostly above about 40%, no sharp cut-off; inactive means mostly below about 27%
Target sequence (Q96LD8 whole entry, looked up): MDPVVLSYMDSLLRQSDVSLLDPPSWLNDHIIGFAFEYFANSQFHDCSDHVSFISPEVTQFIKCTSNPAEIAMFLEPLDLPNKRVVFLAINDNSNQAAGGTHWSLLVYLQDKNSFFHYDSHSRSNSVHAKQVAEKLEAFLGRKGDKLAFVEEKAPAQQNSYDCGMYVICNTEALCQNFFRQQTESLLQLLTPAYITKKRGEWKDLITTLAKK
Apaf1 inhib: blocks human Apaf-1 apoptosome activity; reconstituted apoptosome caspase-3 activity, DEVD-Rh110 fluorescence; inhibition, % at 20 µM; actives 0.71% (n = 330,000); O14727; active means inhibition of at least 40% at 20 µM;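 further: plate controls were DMSO wells for no effect and DEVD-CHO caspase inhibitor wells for full effect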
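Material: reconstituted apoptosome with Apaf-1, cytochrome c, caspase-9, procaspase-3, dATP / Buffer or medium: pH 7.5 Hepes buffer with CHAPS, BSA, DTT / Also added: cytochrome c with DEVD-Rh110 / Schedule: compound with Apaf-1, dATP, procaspase-3 30 min, then 50 min reaction, room temperature / Technique: rhodamine 110 fluorescence at Ex 480/Em 540 nm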
SENP6 inh: blocks the human protease SENP6 | Recombinant SENP6 catalytic domain, aminoluciferin luminescence | Q9GZR1 | AID 2599 | inhibition, % at 10 µM | actives 1.8% (n = 330,000);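 active means inhibition above about 50% at the single tested dose, limit read from the data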;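 further: plate controls were DMSO wells with enzyme for no effect and DMSO wells lacking enzyme for full effect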
Target sequence (Q9GZR1 628-1112 limits assumed): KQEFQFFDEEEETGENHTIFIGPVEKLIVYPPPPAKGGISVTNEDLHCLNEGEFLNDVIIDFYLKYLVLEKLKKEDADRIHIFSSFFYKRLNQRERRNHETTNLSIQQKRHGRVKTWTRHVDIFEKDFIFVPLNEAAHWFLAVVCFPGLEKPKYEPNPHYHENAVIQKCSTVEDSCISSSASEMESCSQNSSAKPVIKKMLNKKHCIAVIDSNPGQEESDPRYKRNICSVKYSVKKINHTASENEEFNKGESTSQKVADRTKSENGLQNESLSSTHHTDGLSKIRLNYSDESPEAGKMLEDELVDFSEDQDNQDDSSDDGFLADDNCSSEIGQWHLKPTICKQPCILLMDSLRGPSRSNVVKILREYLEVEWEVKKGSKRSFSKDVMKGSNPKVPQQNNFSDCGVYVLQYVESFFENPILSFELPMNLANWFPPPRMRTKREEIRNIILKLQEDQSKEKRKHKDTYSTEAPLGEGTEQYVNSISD
SENP7 block: SENP7 protease inhibition | AID 434973 | actives 1.5% (n = 330,000) | recombinant SENP7, Z-RLRGG-aminoluciferin luminescence, 40 min | inhibition, % at 5 µM;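 active means inhibition above about 50% at the single test dose, limit read from the data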;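 further: plate controls were DMSO with enzyme for no effect and no enzyme buffer wells for full effect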
SENP1 inh: SENP1 (human) catalytic domain inhibition. Q9P0U3. recombinant SENP1 catalytic domain, CyPet-SUMO1-YPet FRET cleavage. inhibition, % at 10 µM. actives 0.21% (n = 360,000). AID 624204;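 active means inhibition at least 30% at 10 µM, raw YFP signal under a set limit, fluorescence ratio 0.5 to 1.5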;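 further: 0% = enzyme with DMSO and 100% = no enzyme wells; some results filed as inactive read as strong as hits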
Target sequence (Q9P0U3 419-644 limits assumed): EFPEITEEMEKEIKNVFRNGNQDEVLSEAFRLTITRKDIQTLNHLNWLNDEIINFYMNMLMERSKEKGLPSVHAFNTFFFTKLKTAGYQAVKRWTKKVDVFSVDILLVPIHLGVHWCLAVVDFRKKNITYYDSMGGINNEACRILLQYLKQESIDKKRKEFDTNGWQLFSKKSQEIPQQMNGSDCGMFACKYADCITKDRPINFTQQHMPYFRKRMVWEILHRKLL
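Controls: no-enzyme wells low, DMSO-plus-enzyme wells high control. Test system: human recombinant His6-tagged SENP1 catalytic domain enzyme. Reagent: SFCypet-SUMO1-SFYpet FRET protein substrate, 25 nM final. Doses: one dose per compound, 10 µM, 0.5% DMSO. Detection: FRET, CFP and YFP emission. Timing: 50 min reaction at room temperature.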
PfG6PD inh: PfG6PD (Plasmodium falciparum) enzyme inhibition; PfGluPho enzyme, NADPH resazurin-diaphorase fluorescence; inhibition, % at 20 µM; actives 0.78% (n = 350,000);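 active means inhibition reaching at least a set limit at 20 µM in the primary screen, cut at about 59% in these data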;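 further: 0% = DMSO wells with substrate and 100% = DMSO wells lacking glucose-6-phosphate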
SENP8 block-2: blocks the human protease SENP8 | Q96LD8 | inhibition, % at 10 µM | AID 2540 | purified SENP8, Z-RLRGG-aminoluciferin cleavage, luminescence | actives 1.2% (n = 330,000); in the data active means inhibition above about 50%
An asterisk follows results filed as active; . = no result given.

SMILES	HKDC1 inh	SENP8 block-1	Apaf1 inhib	SENP6 inh	SENP7 block	SENP1 inh	PfG6PD inh	SENP8 block-2
CN(c1ccccc1)S(=O)(=O)c1cccc(NC(=O)Cn2cnc3c2c(=O)n(C)c(=O)n3C)c1	5	23	2	-8	1	0	-4	-2
COC(=O)c1c(-c2ccccc2)nn(-c2ccccc2)c1C(=O)OC	-4	11	4	-6	-6	-3	-3	-6
C[C@H]1COC(=O)[C@@H](Cc2ccc(F)cc2)C/C=C\C[C@@H](CC(=O)NCCO)C(=O)N1	-1	0	-9	10	-2	5	-6	1
CC(C)Cn1cc(C(=O)NCCCOC(C)C)c2c3ccccc3n(C)c2c1=O	1	-337	14	7	14	-2	5	-2
Cc1ccccc1C(=O)Nc1ccccc1	-3	22	7	-34	-1	-1	11	-10
CC[C@H](C)C1NC(=O)[C@H](CC(=O)O)NC(=O)c2cc([N+](=O)[O-])cc(I)c2NCCC(C(N)=O)NC1=O (stereo partly specified)	-4	18	1	-17	-3	-1	-1	0
Cc1ccc(OCCC(=O)OCC(=O)NC(=O)NC2CCCCC2)cc1	0	6	16	-11	-5	1	0	-15
CCc1nc(Nc2ccc(OC)c(OC)c2)c2nnn(Cc3ccccc3Cl)c2n1	-5	-177	4	5	-2	-2	10	1
COc1ccccc1NS(=O)(=O)c1ccc(NC(=O)c2nc3nc(C)cc(C(F)F)n3n2)cc1	-14	11	-15	-5	-4	3	-8	2
C[C@H](NC(=O)OC(C)(C)C)c1nnc(SCC(N)=O)o1	-11	13	8	2	9	0	0	5
CN(C(=O)CSc1nnc(C(F)(F)F)n1N)C1CCS(=O)(=O)C1 (stereo unspecified)	3	37	-9	-4	-4	2	-4	-10
CCN(CC)S(=O)(=O)c1cccc(C(=O)/C=C2/N(C)c3ccccc3C2(C)C)c1	-5	-255	5	-5	4	-20	45	2
C=CCn1cnc2c(nnn2-c2ccc(Cl)cc2)c1=O	-1	10	-2	-2	2	-3	6	1
Cc1ccc2occ(-c3nn[nH]n3)c(=O)c2c1	-8	9	4	27	4	0	-4	6
COc1ccc(OCC(O)CNS(=O)(=O)c2ccc(NC(C)=O)cc2)cc1 (stereo unspecified)	6	5	-5	-4	0	-1	-4	-2
Cc1nc2c3c(sc2c(=O)[nH]1)NC(=O)CC3c1ccccc1Cl (stereo unspecified)	-7	12	-8	-16	3	1	0	-9
CC(C)N(CCO)Cc1nc(C(c2ccccc2)c2ccccc2)no1	-2	21	9	-34	-11	1	7	-8
Cc1ncsc1C(=O)O	-6	6	-12	-27	-9	0	8	-6
O=C(c1ccccc1F)N1CCN(CC2CC3C=CC2C3)CC1 (stereo unspecified)	9	28	0	9	-1	-3	-7	6
N#Cc1ccc(-c2ccc(OCC(O)Cn3nnc4ccccc43)cc2)cc1 (stereo unspecified)	1	-75	27	-13	1	-3	20	-15
CCOC(=O)C(NC(=O)C1CCCN1C(=O)OCc1ccccc1)C(=O)OCC (stereo unspecified)	-2	11	1	-4	10	6	-15	-7
CCN(CC(=O)NC(=O)NCc1ccccc1)Cc1nc2ccccc2c(=O)[nH]1	-1	-10	13	-6	-2	-4	15	-12
O=C1Nc2c(Cl)cc(Cl)cc2C1=O	17	22	.	.	.	-2	4	.
O=C1OC(Nc2ccc(Br)cn2)c2ccccc21 (stereo unspecified)	0	22	6	-7	5	2	0	-6
Cc1ccccc1-n1c(C)nc2ccccc21	-5	33	-75	-9	-5	1	7	3

Part of the list above, limited to SENP8 block-2:
| Structure | SENP8 block-2 |
| --- | --- |
| COc1ccc(OCC(O)CNS(=O)(=O)c2ccc(NC(C)=O)cc2)cc1 (stereo unspecified) | -2 |
| Cc1ccccc1C(=O)Nc1ccccc1 | -10 |

Additional entries follow:
SMILES	HKDC1 inh	SENP8 block-1	Apaf1 inhib	SENP6 inh	SENP7 block	SENP1 inh	PfG6PD inh	SENP8 block-2
O=C(Nc1nccs1)c1ccccc1[N+](=O)[O-]	-6	12	-1	-14	-9	-1	-10	-5
Cc1cc(C)cc(C(=O)Nc2ccc(NC(=O)c3cccs3)cc2)c1	5	-6	-6	10	-8	1	16	-9
CCCCN(CCCC)CCNC(=O)c1cn(C)c2ccc(S(=O)(=O)N(C)C3CCCCC3)cc2c1=O	8	13	12	-4	-10	0	-14	-12
N#CCCN(CCC#N)c1nncs1	-6	10	17	-17	5	0	-10	0
C#CCSc1nc2ccccc2n1C(=O)c1ccc(S(=O)(=O)N2CCCCC2)cc1	24	4	.	.	.	2	-2	.
COC(=O)c1ccc(CSc2nc3ccccc3c(=O)n2-c2cccc(OC)c2)o1	-6	0	5	-5	7	-1	21	-4
O=C(CSc1nnc(COc2ccc(Cl)cc2)o1)N1c2ccccc2CCc2ccccc21	11	25	5	-9	6	2	3	5
O=C(N/C(=C\c1ccc([N+](=O)[O-])cc1)C(=O)N1CCCCC1)c1ccccc1Br	5	6	20	2	8	2	-6	1
COc1ccc(C)c2sc(=NC(=O)c3ccccc3)n(C)c12	0	-388	18	15	99*	1	20	6
Cc1ccc(SCC(=O)Nc2cc(C)on2)cc1	2	0	-8	12	-2	-9	2	4
CCO[C@@H]1OC(C(=O)NC2CC2)=C[C@H](C)[C@H]1CCCO	-7	0	-6	-21	6	1	3	-9
Cc1cccc(NC(=S)NCCc2ccccc2)c1C	-4	6	8	-11	6	2	9	6
CCCNc1c(NS(=O)(=O)c2cccs2)c(=O)oc2ccccc12	1	1	0	2	15	0	-14	-9
Cc1cccc2c(N=Nc3ccc(S(=O)(=O)Nc4ccc(Cl)cc4)cc3[N+](=O)[O-])c(O)[nH]c12	1	40*	-5	-13	-2	5	-22	1
O=[N+]([O-])c1cc(-c2cnc3ccccc3n2)ccc1Cl	-12	-16	-20	7	51*	-7	7	1
O=C(O)COCC(=O)N1CCN(c2cc(C(F)(F)F)nc3ccccc23)CC1	5	7	-3	-10	-4	1	-3	-3
Cc1ccccc1-n1c([C@@H]2C[C@H]2c2ccccc2)n[nH]c1=S	-5	15	1	-21	-1	0	23	-3
C=CCC1(CC=C)CCCN1C(=O)c1cc(COc2ccc(C)nc2)on1	1	16	12	11	-3	-4	3	3
COc1cccc(-c2cc3nc(-c4ccccc4)cc(N4CCCC(O)C4)n3n2)c1 (stereo unspecified)	-5	-402	10	8	14	-46	21	1
O=C(CCNC(=O)c1ccc(Cl)cc1)Nc1ccncc1	0	-4	-2	13	1	-5	-1	5
CCN(CC)CCNC(=O)c1ccc(NC(=O)c2ccc(F)cc2)cc1	-8	14	-3	3	-3	2	13	4
COc1cccc2c1cc1c(=O)n(CC(=O)N3CCN(c4cccc(C)c4C)CC3)nc(C)n12	1	-254	.	.	.	-1	-12	.
CCOC(=O)Cn1nnnc1CN(Cc1ccc(OC)cc1)Cc1cc2cc(C)ccc2[nH]c1=O	8	-27	7	5	0	4	1	7
Cc1cc(=O)oc2cc(NC(=O)Cc3ccccc3)ccc12	-9	-306	6	-2	6	-6	9	-7
CCN(CC)S(=O)(=O)c1ccc(Cl)c(OC)c1	-3	12	-2	-18	-6	2	-30	-6

The last 7 records of the section before are carried over, then new ones follow.
SMILES	HKDC1 inh	SENP8 block-1	Apaf1 inhib	SENP6 inh	SENP7 block	SENP1 inh	PfG6PD inh	SENP8 block-2
COc1cccc(-c2cc3nc(-c4ccccc4)cc(N4CCCC(O)C4)n3n2)c1 (stereo unspecified)	-5	-402	10	8	14	-46	21	1
O=C(CCNC(=O)c1ccc(Cl)cc1)Nc1ccncc1	0	-4	-2	13	1	-5	-1	5
CCN(CC)CCNC(=O)c1ccc(NC(=O)c2ccc(F)cc2)cc1	-8	14	-3	3	-3	2	13	4
COc1cccc2c1cc1c(=O)n(CC(=O)N3CCN(c4cccc(C)c4C)CC3)nc(C)n12	1	-254	.	.	.	-1	-12	.
CCOC(=O)Cn1nnnc1CN(Cc1ccc(OC)cc1)Cc1cc2cc(C)ccc2[nH]c1=O	8	-27	7	5	0	4	1	7
Cc1cc(=O)oc2cc(NC(=O)Cc3ccccc3)ccc12	-9	-306	6	-2	6	-6	9	-7
CCN(CC)S(=O)(=O)c1ccc(Cl)c(OC)c1	-3	12	-2	-18	-6	2	-30	-6
N#C/C(=C/c1ccc(N2CCCCCC2)o1)c1ccc(F)cc1	3	-126	-3	8	-1	-9	45	10
NC(=O)c1ccccc1N/C=C/C(=O)c1ccco1	-5	-398	-2	73*	42	-68	-6	48
COc1ccc(N(C(=O)CNC(=O)c2ccco2)C(C(=O)NC2CCCC2)c2ccncc2)cc1 (stereo unspecified)	-11	19	4	-8	-5	1	10	-2
COc1cccc(NC(=O)CSc2nc3ccccc3c(=O)n2Cc2cccs2)c1	1	12	0	5	5	0	-1	1
CCOC(=O)c1c(NC(=O)C(Sc2ccccc2)c2ccccc2)sc(C(N)=O)c1C (stereo unspecified)	0	6	20	2	-4	1	61*	0
COc1ccc(C(=O)NCC(c2cccs2)N2CCc3ccccc32)cc1OC (stereo unspecified)	3	5	21	-14	-12	-2	9	-2
S=C(NC1CCCCC1)N1CCN(Cc2ccccc2)CC1	16	11	-3	-3	4	3	3	-1
COc1cc(C)c(CN2CCN(c3ncccn3)CC2)cc1C	-2	9	-14	-10	-4	2	-8	-1
COc1ccc(C)cc1N1CC(C(=O)OCc2nc(N)nc(Nc3ccccc3C)n2)CC1=O (stereo unspecified)	-5	-6	4	-6	0	-3	-4	5
Cc1cc(NC(=S)NC(=O)C2CC2)ccc1Br	-11	11	9	-26	-6	1	16	-8

Compound profiles (already shown).
Profile of S=C(NC1CCCCC1)N1CCN(Cc2ccccc2)CC1 → HKDC1 inh: 16; SENP8 block-1: 11; Apaf1 inhib: -3; SENP6 inh: -3; SENP7 block: 4; SENP1 inh: 3; PfG6PD inh: 3; SENP8 block-2: -1
Profile of CCOC(=O)c1c(NC(=O)C(Sc2ccccc2)c2ccccc2)sc(C(N)=O)c1C (stereo unspecified) → HKDC1 inh: 0; SENP8 block-1: 6; Apaf1 inhib: 20; SENP6 inh: 2; SENP7 block: -4; SENP1 inh: 1; PfG6PD inh: 61*; SENP8 block-2: 0
Profile of NC(=O)c1ccccc1N/C=C/C(=O)c1ccco1 → HKDC1 inh: -5; SENP8 block-1: -398; Apaf1 inhib: -2; SENP6 inh: 73*; SENP7 block: 42; SENP1 inh: -68; PfG6PD inh: -6; SENP8 block-2: 48
